PglD inh: inhibitors of Campylobacter jejuni PglD acetyltransferase | purified PglD enzyme, DTNB colorimetric CoA detection | inhibition, % at 12.5 µM | 0.098% of 360,000 active | AID 602405; in the data active = inhibition above about 16%, passing the limit was not always enough; note: strong numbers were not always called active
RAD52 inh: blocks human RAD52 DNA annealing; P43351; recombinant RAD52 DNA annealing, FRET fluorescence; inhibition, % at 18.7 µM; 0.46% of 360,000 active; AID 651710;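 active = every replicate showing at least 50% inhibition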
Target sequence (P43351 whole entry, looked up): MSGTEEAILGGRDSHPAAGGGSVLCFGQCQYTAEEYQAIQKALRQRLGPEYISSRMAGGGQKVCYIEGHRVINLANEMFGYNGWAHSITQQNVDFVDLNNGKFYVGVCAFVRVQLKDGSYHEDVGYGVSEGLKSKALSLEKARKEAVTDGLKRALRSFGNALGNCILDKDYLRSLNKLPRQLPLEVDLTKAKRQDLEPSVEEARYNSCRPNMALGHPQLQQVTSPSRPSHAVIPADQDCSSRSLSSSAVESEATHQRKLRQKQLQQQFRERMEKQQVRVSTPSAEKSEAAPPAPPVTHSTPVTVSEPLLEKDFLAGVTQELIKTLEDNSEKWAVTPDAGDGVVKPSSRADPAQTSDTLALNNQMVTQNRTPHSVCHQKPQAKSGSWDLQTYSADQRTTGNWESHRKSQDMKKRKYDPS
E-sel inducer: induces E-selectin expression in human endothelial cells. P16581. HUVEC E-selectin immunofluorescence imaging; normalized: neutral wells 0, TNF-alpha wells 100. activation, % at 7.58 µM. 0.37% of 260,000 active. AID 686992;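 active = mean E-selectin-positive cell signal at least 10% of the positive control, reached in at least 60% of replicates, without over 20% cell loss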;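 note: in these data hits start at about 27%; measured in HUVEC primary endothelial cells; signal is the percent of cells scored E-selectin positive by PE staining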
Target sequence (P16581 whole entry, looked up): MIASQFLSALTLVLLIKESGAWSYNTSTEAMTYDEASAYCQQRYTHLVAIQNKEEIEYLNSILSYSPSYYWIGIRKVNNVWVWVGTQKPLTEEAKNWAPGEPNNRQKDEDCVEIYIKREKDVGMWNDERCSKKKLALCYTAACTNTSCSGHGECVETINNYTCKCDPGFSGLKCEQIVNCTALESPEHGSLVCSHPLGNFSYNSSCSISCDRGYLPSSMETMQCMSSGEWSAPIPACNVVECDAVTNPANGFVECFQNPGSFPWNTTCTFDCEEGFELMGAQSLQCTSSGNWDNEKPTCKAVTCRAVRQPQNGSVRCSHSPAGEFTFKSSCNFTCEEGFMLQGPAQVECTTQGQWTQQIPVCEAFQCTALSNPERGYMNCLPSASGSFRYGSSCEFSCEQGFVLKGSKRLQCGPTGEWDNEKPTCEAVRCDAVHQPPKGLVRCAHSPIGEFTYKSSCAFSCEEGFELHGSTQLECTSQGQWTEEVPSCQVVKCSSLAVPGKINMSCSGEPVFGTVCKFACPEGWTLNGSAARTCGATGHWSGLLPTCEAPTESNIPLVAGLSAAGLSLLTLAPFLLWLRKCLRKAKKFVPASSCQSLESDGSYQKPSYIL
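Material: HUVEC primary endothelial cells; Amount: 3,000 cells per well; Dosing: single concentration; Medium: EGM-2 growth medium on 0.1% gelatin-coated wells; Read-out basis: percent E-selectin-positive cells; Signal: immunofluorescence imaging; Control set: TNF-alpha, DMSO.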
RAD54 branch: inhibitors of human RAD54 branch migration; AID 602329; RAD54 Holliday junction branch migration, FAM/BHQ fluorescence; inhibition, % at 10.4 µM; 0.14% of 360,000 active;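 active = mean normalized replicate activity at least 40 and at least half of replicates scoring 40 or more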;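 note: 0% = median of neutral control wells and 100% = median of positive control wells; inhibitors cause a drop in the FAM fluorescence signal; in these data hits start at about 50%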
miR-122 sensor: blocks miR-122 activity in Huh7 sensor cells | Huh7 miR-122 Renilla luciferase sensor, 48 h; neutral wells = 0, positive control = 100 | activation (reporter increase), % at 12.5 µM | 0.3% of 340,000 active | AID 602342;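 active = mean replicate activation score at least 90 and every replicate individually at or above 90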;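 note: higher luciferase means less miR-122 activity so hits act as miR-122 inhibitors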
Cneo AK release: Cryptococcus neoformans lysis via adenylate kinase release; C. neoformans lysis, adenylate kinase release luminescence, 4 h; normalised: neutral wells 0, clomiphene wells 100; lysis activity, % at 15 µM; 0.2% of 360,000 active;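 active = mean lysis activity across replicates of at least 80%, whatever share of replicates individually reach that level; inactive = mean lysis activity below 80%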
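Material: C. neoformans cells | Amount: Yeast cell density of 5 × 10^6 cells/mL | Medium: Fresh YPD growth medium | Dosing: Single dose | Times: Static 4 h at 37 °C with compound, 1 h detection | Detection: AK luminescence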
ERAP1 HTS inh: blocks human ERAP1 aminopeptidase activity. AID 652197. inhibition, % at 10.7 µM. recombinant ERAP1, Leu-AMC fluorescence, 60 min. 0.15% of 340,000 active. Q9NZ08;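 active = mean replicate inhibition of at least 30%, or all replicates individually reaching that 30% level; inactive = mean below 30% and not every replicate reaching it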;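 note: 0% = neutral control wells and 100% = L-leucinethiol positive control wells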
PGC1a acetyl inh: PGC1a acetylation modulation, inhibitor mode | inhibition, % at 15.6 µM | 0.17% of 350,000 active | U2OS PGC1a acetylation, AlphaScreen anti-acetyl-lysine; with virally co-expressed GCN5 acetyltransferase | AID 651687;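 active = every replicate shows inhibition of at least 40%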;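 note: 0% = neutral control wells and 100% = positive control wells; some results beyond the cut were filed as inactive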
* marks the source's active call; other numbers are inactive results; · = not tested or not shown; & = joins results of further samples; [ ] = another dose, or the depositor's remark.

SMILES	PglD inh	RAD52 inh	E-sel inducer	RAD54 branch	miR-122 sensor	Cneo AK release	ERAP1 HTS inh	PGC1a acetyl inh
CC(=O)Nc1cccc(-c2cnc(N)c(C(=O)c3cccnc3)n2)c1	-1.8	·	·	1.5	11.0	-1.0	·	31.3
CC1CCN(S(=O)(=O)c2cc(Cl)ccc2Br)CC1	0.4	·	·	-3.9	3.1	-2.4	·	-15.7
O=C(CCN1C(=O)c2ccccc2C1=O)CN1CCOCC1	1.6	-9.6	-0.3	5.5	-4.8	-3.0	0.1	5.9
COCCn1c(SCC(=O)N2CCCCC2)nc2ccccc2c1=O	8.1	-3.5	·	-18.9	-1.4	-1.6	1.5	-1.8
Cc1ccc(C2(C)NC(=O)N(CC(=O)NNC(=O)c3ccccc3)C2=O)cc1 (configuration not stated)	0.4	-7.2	-0.2	1.8	-1.5	-0.9	-1.5	7.4
O=C(O)C1CCC(=O)N(C2CCCCC2)C1c1ccccc1 (configuration not stated)	-1.2	·	·	-5.4	-2.5	0.3	·	3.3
CCOc1ccc(S(=O)(=O)N(C)c2ccc(OCC(=O)NC3=NCCS3)cc2)cc1	·	-51.9	-0.1	·	-1.4	·	-1.9	-17.5
CC(/C=C/c1ccc2c(c1)OCO2)=N\NC(=O)c1cccc([N+](=O)[O-])c1	-2.7	-14.7	·	6.2	6.5	-0.2	0.5	-7.2
CCCn1c(N)c(C(=O)COC(=O)CNC(=O)c2ccccc2OCC)c(=O)[nH]c1=O	-4.9	-20.4	-0.4	-12.3	-8.3	-1.7	-0.5	2.4
O=C(NC1CCSC1=O)C1CCCCC1 (configuration not stated)	1.0	-18.0	1.2	7.5	-2.1	-0.4	1.4	6.1
O=C(NC(=S)Nc1cc(-c2nc3ccccc3[nH]2)ccc1Cl)c1ccc2c(c1)OCO2	-1.0	·	0.9	-3.5	8.1	-5.0	·	-0.2
Cc1ccc(-c2csc3ncnc(Cl)c23)cc1	-0.5	-14.4	-0.4	-5.9	-12.7	1.9	1.3	·
Cc1nc2oc3ccc(F)cc3c(=O)c2cc1C(=O)NC(C)(C)C	5.4	-8.7	·	-7.7	-5.1	2.8	7.8	4.2
COc1ccc(S(=O)(=O)NCCc2cn3nc(C)c(C)nc3n2)cc1C	2.4	-16.4	·	-0.5	3.2	0.4	-3.1	1.4
N#Cc1ccc(-c2ccc3c(c2)[C@@H]2[C@@H](CCN2C(=O)C2CC2)[C@@H](CO)N3)cc1	-0.3	-0.5	0.1	5.7	-8.3[16.7 µM]	-1.9	1.3	4.8
CN(C)CC(=O)N1[C@H](C#N)[C@H](c2ccc(C#CC3CCCC3)cc2)[C@@H]1CO	-1.8	26.5	-0.3	6.9	·	3.0	3.3	-30.9
C[C@H](CO)N1C[C@H](C)[C@@H](CN(C)Cc2ccncc2)Oc2ccc(NC(=O)CCC(F)(F)F)cc2C1=O	-2.4	-0.3	·	-0.9	-1.7[16.7 µM]	-4.6	-2.0	-10.9
CCc1nc(N2[C@H](C#N)[C@@H](c3ccccc3-c3ccccc3C)[C@H]2CO)sc1C	·	16.2	0.0	·	·	·	0.7	-3.3
CCc1ccc(NC(=S)N2CCC(NC(=O)C3CCCCC3)CC2)cc1	·	-3.1	-0.1	·	1.0	·	3.0	-2.9
CCC(=O)n1nc(NCc2ccccc2OC)nc1NCc1ccccc1OC	0.9	·	·	-0.8	3.8	3.6	·	13.3
C[C@@H]1CN([C@@H](C)CO)C(=O)c2ccccc2-c2ccccc2CO[C@H]1CN(C)S(=O)(=O)c1cccc(C#N)c1	0.1	7.8	-0.1	1.6	·	1.6	-0.3	-0.5
COc1ccc(NC(=O)c2cc(-c3ccccn3)nc3c(C)cc(C)cc23)c(C)c1	3.5	-0.1	1.0	-1.6	·	-0.4	-0.6	·
CCOC(=O)c1c(NC(=S)NC(=O)c2ccc(Cn3cc(Cl)cn3)o2)sc2c1CCCCC2	0.4	·	·	-1.6	-7.7	1.1	·	0.4
O=C(Nc1nnc(CCN2CCOCC2)s1)C1CCCCC1	7.1	·	·	-8.3	-9.2	-0.3	·	0.5
CC(=O)N1[C@H](CN(C(=O)c2ccccc2)C(C)C)[C@@H](c2ccccc2)[C@@H]1CO	-1.1	-21.4	1.2	-6.4	-5.9[16.7 µM]	-4.3	-0.3	-17.4
CC(C)(C)C(=O)Nc1ccc(-c2nc3ccccc3c(=O)o2)cc1	-1.2	-7.4	-8.9	-13.4	6.2	-3.9	2.4	-4.8
O=C(NN1C(=O)c2ccccc2NC1c1ccoc1)c1ccc([N+](=O)[O-])cc1 (configuration not stated)	0.8	-8.2	1.4	-0.1	-12.4	-1.4	-1.6	·
Cc1noc(C)c1S(=O)(=O)Nc1ccc2c(c1)C(=O)N([C@@H](C)CO)C[C@@H](C)[C@H](CN(C)C(=O)NC(C)C)OCCCC[C@@H](C)O2	-1.2	-10.1	·	-3.9	-1.4[16.7 µM]	-11.0	0.9	-8.5
Cc1cc(Nc2ccccc2)nn1C(=O)c1ccc([N+](=O)[O-])cc1	-1.0	-10.3	·	-1.1	·	-18.6	-0.3	·
Cc1cnc(C(=O)N2CCN(S(=O)(=O)c3cccc(Br)c3)CC2)cn1	1.8	-29.7	0.5	1.6	4.9	-3.2	3.0	10.9
CCOc1ccccc1NC1=NCC(=O)N1Cc1ccc(F)cc1	0.7	-2.1	·	6.8	-2.1	1.0	0.6	3.2
COc1cccc(NC(=O)N[C@@H]2C=C[C@@H](CC(=O)NCc3ccccn3)O[C@@H]2CO)c1	1.0	-5.5	0.2	-0.7	·	4.1	0.6	4.4
C[C@@H]1CCCCO[C@@H](CN(C)C(=O)Cc2ccccc2)[C@@H](C)CN([C@@H](C)CO)C(=O)c2cc(NS(=O)(=O)c3ccc(F)cc3)ccc2O1	0.5	·	0.3	-1.8	-0.2[16.7 µM]	11.2	·	9.7
O=C1OCC/C1=C\NCCCN/C=C1\CCOC1=O	3.9	7.9	-0.2	8.2	-0.3	0.7	-0.9	-4.0
COc1ccc2nc(NC(=O)CCN3C(=O)c4ccccc4C3=O)sc2c1	2.8	·	·	16.1	-1.4	2.7	·	6.3
NC(=O)c1[nH]cnc1N=NN(CCO)Cc1ccccc1	-5.6	-4.6	1.7	2.9	-3.9	1.1	-0.2	-0.9
COc1ccc(Cl)cc1C(=O)N1CCN(Cc2ccc3c(c2)OCO3)CC1	8.9	-12.1	·	11.9	-8.4	-2.5	-6.6	25.0
O=C(O)c1ccc(Oc2ccc(S(=O)(=O)c3ccc(C(=O)O)c(C(=O)O)c3)cc2)cc1	-4.2	-7.2	·	-26.6	3.8	1.0	1.5	12.5
Cc1ccc(NC(=O)CN2C(=O)S/C(=C\c3cccn3C)C2=O)cc1	4.3	-42.0	·	3.0	-5.2	-1.3	-1.0	-8.9
COc1ccc(NS(=O)(=O)c2ccc(NS(=O)(=O)c3ccc(SC)cc3)cc2)c(OC)c1	-5.5	·	·	-1.6	·	4.4	·	-4.5
CCOc1cc(NC(=S)NCc2ccco2)c(OCC)cc1NC(=O)c1ccco1	0.2	-17.8	3.4	1.0	9.1	-0.2	-9.3	-3.1
O=S(=O)(c1ccc(F)cc1)N1CC[C@@H]2[C@@H](CO)Nc3ccc(Br)cc3[C@@H]21	-2.2	-7.6	1.5	-2.7	-1.3[16.7 µM]	5.2	-1.1	-11.6
CCOCCCn1c(SCc2nc3sc(C(=O)O)c(C)c3c(=O)[nH]2)nnc1-c1ccc(Cl)cc1	7.7	-44.3	·	-14.6	-2.0	0.9	-14.1	-3.2
Cc1ccc(SCc2ccc(C(=O)Nc3cccc([N+](=O)[O-])c3C)cc2)cc1	11.5	-5.8	·	-7.5	2.6	0.3	-0.1	1.9
Cc1nn(C)c(C(=O)NNC(=O)NC2CCCCC2)c1Cl	10.7	-12.3	-0.7	6.0	·	2.6	1.2	·

Continued; it opens with the four that closed the last part.
SMILES	PglD inh	RAD52 inh	E-sel inducer	RAD54 branch	miR-122 sensor	Cneo AK release	ERAP1 HTS inh	PGC1a acetyl inh
O=S(=O)(c1ccc(F)cc1)N1CC[C@@H]2[C@@H](CO)Nc3ccc(Br)cc3[C@@H]21	-2.2	-7.6	1.5	-2.7	-1.3[16.7 µM]	5.2	-1.1	-11.6
CCOCCCn1c(SCc2nc3sc(C(=O)O)c(C)c3c(=O)[nH]2)nnc1-c1ccc(Cl)cc1	7.7	-44.3	·	-14.6	-2.0	0.9	-14.1	-3.2
Cc1ccc(SCc2ccc(C(=O)Nc3cccc([N+](=O)[O-])c3C)cc2)cc1	11.5	-5.8	·	-7.5	2.6	0.3	-0.1	1.9
Cc1nn(C)c(C(=O)NNC(=O)NC2CCCCC2)c1Cl	10.7	-12.3	-0.7	6.0	·	2.6	1.2	·
COc1ccc(-n2nc3c(c2NC(=O)COc2ccccc2)CS(=O)(=O)C3)cc1	-4.4	-6.2	·	-2.9	-8.4	4.6	5.4	-0.4
Cc1nn(C(C)C(=O)O)c(=O)c2c1sc1ccccc12 (configuration not stated)	-0.7	·	·	-1.6	0.5	0.4	·	37.5
COc1ccc(NC(=O)c2ccco2)cc1NC(=O)c1c(F)c(F)c(OC)c(F)c1F	3.0	·	·	4.0	4.5	1.4	·	-12.1
CCOc1cc(C2C3=C(CC(C)(C)CC3=O)N(C)C3=C2C(=O)CC(C)(C)C3)ccc1O	-1.0	-8.1	-0.2	-4.5	-3.0	0.4	0.6	-5.8
COc1ccc(OCC(O)CNC(C)c2ccccc2)cc1 (configuration not stated)	-2.1	3.8	0.0	0.6	-10.2	2.4	0.4	1.4
O=C(CN1CCN(c2ccc(F)cc2)CC1)Nc1ccc2c(c1)OCCO2	-2.4	-9.9	·	0.9	-5.6	-1.4	3.7	9.9
Cc1ccc2nc(NC(=O)C3CCN(c4ncnc5sc(C)c(C)c45)CC3)sc2c1	-1.3	·	·	16.0	-3.6	-0.3	·	-6.0
O=C1CC(=O)C(n2cncn2)C(c2cccc(Cl)c2)C1 (configuration not stated)	-4.1	·	·	-12.7	0.9	-0.9	·	11.3
CCN(CC)CCNC(=O)c1ccc(Cl)c(S(=O)(=O)Nc2ccc(Cl)cc2)c1	-0.6&2.5	-2.6	-0.1	1.2&-8.3	12.8&39.1	-1.5&2.9	-9.3	-15.7&0.4
CCN(CC)C(=O)C1CCN(S(=O)(=O)c2cccc3nonc23)CC1	6.3	·	·	2.4	0.6	-1.4	·	6.9
CC1(c2ccccc2Cl)NC(=O)N(CC(=O)Nc2ccc3c(c2)OCO3)C1=O (configuration not stated)	-2.1	-5.7	0.9	-4.4	-4.6	0.3	-0.7	·
Cc1ccc(NC(=O)CN2C(=O)CC(C)S(=O)(=O)c3ccccc32)cc1 (configuration not stated)	1.5	-7.0	·	-2.6	·	0.5	1.0	-3.2
CCCCC(=O)NS(=O)(=O)c1ccc(N=NN2CCCCC2)cc1	-0.5	16.2	·	-0.8	0.8	2.5	-4.0	-3.5
COc1ccc2c(c1)CCc1c(C(=O)NCC(C)C)noc1-2	0.7	-10.4	·	-1.2	-24.8	-14.4	-3.0	-4.8
O=C(NC(=S)N1CCN(C/C=C/c2ccccc2)CC1)c1ccc(F)cc1	-6.8	-35.2	0.4	-7.8	0.7	5.2	·	11.5
COc1cc2c(cc1OC)CN(CC(=O)Nc1ccccc1C(=O)NC1CC1)CC2	2.2	0.0	0.4	2.0	-13.9	-0.9	-3.9	1.4
O=C(Nc1ccc(NC(=O)c2ccc3c(c2)OCCO3)cc1)c1ccccc1	-117.6	-9.7	1.0	12.9	·	-4.6	-0.1	·
CCOC(=O)Cc1csc(NC(=O)CCCC(=O)O)n1	0.9	-3.9	0.3	-6.8	-0.1	18.2	·	-3.8

Screening data from PubChem BioAssay.

The order is random (roughly 1.4% active in at least one column).
